Screening results as filed in PubChem.
Jurkat NFkB inh: inhibitors of induced NF-kB luciferase reporter, primary screen, TCR NF-kB activation inhibitor project, cell-based, luminescence, uHTS | Jurkat, PMA/ionomycin-induced NF-kB luciferase reporter | inhibition, % at 4 µM | 0.53% of 330,000 active; in the data active = inhibition above about 50%
CCR6 antagonist: CCR6 receptor antagonists, primary screen, cell-based, CHO-K1, luminescence, beta-arrestin, uHTS; 0.49% of 340,000 active; inhibition, % at 20 µM; CHO-K1 CCR6 PathHunter beta-arrestin, CCL20-stimulated;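 active = compounds whose inhibition of the agonist-driven luminescence signal at 20 µM reaches about 50%, limit read from the data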;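 note: cells stimulated with CCL20 at 14 nM final; plate controls were DMSO with CCL20 for no effect and DMSO without agonist for full effect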
UPR CHOP act: activators of apoptotic CHOP UPR arm, primary screen, cell-based, CHO-CHOP luciferase reporter, luminescence, uHTS. 0.34% of 330,000 active. activation, % at 10 µM. UPR activation; percent of tunicamycin response over DMSO baseline;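 active = at 10 µM dose, activation of 40% or more, normalized to positive control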;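 note: 100% = tunicamycin at 10 µg/mL and 0% = DMSO alone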
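Test system: CHO CHOP reporter cells. Input: 500 CHO-CHOP cells per well. Medium: F12 with 10% FBS. Technique: luciferase luminescence. Measure: percent activation relative to tunicamycin control. Dosing: 10 µM compound, 0.5% DMSO. Timing: 16-18 h cell attachment, then 6 h compound exposure, 37 °C.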
Mdm2-MdmX inh: inhibitors of human Mdm2-MdmX association, primary screen, cell-based, luminescence, split luciferase, SaOS-2, uHTS; Protein Mdm4 (Homo sapiens) + E3 ubiquitin-protein ligase Mdm2 (Homo sapiens), …; SaOS-2 split-luciferase Mdm2/MdmX complementation; inhibition, % at 8 µM; 3% of 330,000 active; AID 485346, 2010;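 active = inhibition of at least 50% at 8 µM in the primary screen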
Target sequence (O15151 whole entry, looked up): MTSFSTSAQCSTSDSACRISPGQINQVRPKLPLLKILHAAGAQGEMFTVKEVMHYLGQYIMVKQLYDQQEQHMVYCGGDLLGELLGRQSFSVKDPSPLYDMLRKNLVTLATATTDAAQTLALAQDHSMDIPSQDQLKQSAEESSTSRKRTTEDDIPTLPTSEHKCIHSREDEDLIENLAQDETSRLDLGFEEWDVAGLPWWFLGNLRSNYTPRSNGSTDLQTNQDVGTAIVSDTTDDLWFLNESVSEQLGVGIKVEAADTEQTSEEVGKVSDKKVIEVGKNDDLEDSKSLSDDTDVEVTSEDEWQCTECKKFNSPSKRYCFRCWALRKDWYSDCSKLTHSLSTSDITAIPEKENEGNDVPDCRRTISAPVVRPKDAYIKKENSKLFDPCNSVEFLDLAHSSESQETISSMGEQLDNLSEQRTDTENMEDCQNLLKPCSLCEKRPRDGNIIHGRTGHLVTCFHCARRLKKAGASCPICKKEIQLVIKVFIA
Target sequence (Q00987 whole entry, looked up): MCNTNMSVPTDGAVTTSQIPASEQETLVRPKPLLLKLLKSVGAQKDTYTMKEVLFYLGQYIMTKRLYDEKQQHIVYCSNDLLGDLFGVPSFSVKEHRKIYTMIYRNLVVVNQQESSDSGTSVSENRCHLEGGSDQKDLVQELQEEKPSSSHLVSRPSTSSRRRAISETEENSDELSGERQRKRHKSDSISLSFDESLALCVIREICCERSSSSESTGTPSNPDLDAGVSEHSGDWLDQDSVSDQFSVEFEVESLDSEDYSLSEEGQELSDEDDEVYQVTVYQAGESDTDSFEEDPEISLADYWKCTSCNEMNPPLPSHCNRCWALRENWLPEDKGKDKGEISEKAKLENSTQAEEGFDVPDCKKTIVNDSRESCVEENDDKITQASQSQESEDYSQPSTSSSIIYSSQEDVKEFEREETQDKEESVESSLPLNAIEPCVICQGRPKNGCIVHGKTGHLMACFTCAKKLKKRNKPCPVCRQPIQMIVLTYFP
XBP1 UPR activ: activators of adaptive XBP1 UPR arm, primary screen, cell-based, CHO-XBP1 luciferase reporter, luminescence, uHTS. 0.33% of 330,000 active. activation, % at 20 µM. AID 463104, 2010. IRE1-XBP1 UPR activation; percent of tunicamycin response, DMSO as zero;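 active = versus positive control, 20 µM dose yields 30% or more activation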;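 note: 100% = tunicamycin at 10 µg/mL and 0% = DMSO only wells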
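Assay system: CHO-XBP1 luciferase reporter cells; Schedule: 6 h treatment, 37 °C; Detection: glow luminescence from Steady-Glo reagent; Benchmarks: high control tunicamycin 10 µg/mL final, low control DMSO vehicle only.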
EBI2 block: EBI2 receptor antagonists, beta-arrestin recruitment, primary screen, cell-based, luminescence, 7a,25-OHC stimulation, uHTS. 0.81% of 360,000 active. 7a,25-OHC stimulated. G-protein coupled receptor 183 (Homo sapiens), P32249. inhibition, % at 5 µM; in the data active = inhibition above about 38%;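 note: enzyme fragment complementation signal reports receptor beta-arrestin coupling in cells; 0% = agonist plus DMSO wells and 100% = wells without agonist; some results beyond the cut were filed as inactive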
CXCR6 block: CXCR6 receptor inhibitors, primary screen, cell-based, beta-arrestin, luminescence, CHO-K1 PathHunter, 1536-well. C-X-C chemokine receptor type 6 (Homo sapiens), O00574. inhibition, % at 20 µM. 0.36% of 360,000 active. AID 602244, 2012; in the data active = inhibition above about 34%, passing the limit was not always enough;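 note: antagonist mode with CXCL16 agonist at 10 nM final; 0% = 10 nM CXCL16 with DMSO and 100% = unstimulated wells without agonist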
697 NFkB inh: inhibitors of PMA/ionomycin-induced NF-kB reporter, 697 cells, primary screen, B-cell NF-kB inhibitor project, cell-based, luminescence, uHTS; 697 B-cell NF-kB luciferase reporter, 16 h; AID 435022, 2010; 0.33% of 330,000 active; inhibition, % at 4 µM; in the data active = inhibition above about 35%
Gli-Sufu block: Gli-Sufu pathway antagonists, primary screen, luciferase luminescence, Sufu-KO-LIGHT cells, uHTS. Sufu-KO-LIGHT fibroblasts, Gli luciferase reporter luminescence. inhibition, % at 5 µM. 0.74% of 340,000 active. AID 588413, 2011;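 active = inhibition above about 55%, limit read from the data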;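 note: 0% = DMSO-treated cells and 100% = wells with medium but no cells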
Active calls of the source: *; . = not tested or not shown.

SMILES	Jurkat NFkB inh	CCR6 antagonist	UPR CHOP act	Mdm2-MdmX inh	XBP1 UPR activ	EBI2 block	CXCR6 block	697 NFkB inh	Gli-Sufu block
COc1ccc(-c2noc(CCC(=O)NCc3ccco3)n2)cc1	-18.7	7.1	3.7	-4.0	0.0	-6.6	-7.5	20.4	-0.6
O=C1C=CN2CCOCC2C1 (stereo unspecified)	13.0	8.8	0.1	7.2	-3.0	-7.4	-4.7	22.0	-0.1
c1ccc(C2=Nc3ccccc3SC2c2nc3ccccc3[nH]2)cc1 (stereo unspecified)	-75.4	.	2.8	-69.2	2.0	.	.	-67.2	.
COC(=O)[C@]1(C)N[C@H](CN(C)C(=O)C2CCCCC2)[C@@H]2C(=O)N(Cc3ccccc3)C(=O)[C@@H]21	4.8	-12.6	0.3	-9.1	-1.9	-3.6	0.8	9.2	0.3
c1ccc(C[C@H]2CN=C(Nc3ccccc3)N2CC2CCCCC2)cc1	-10.6	13.5	-1.3	20.7	1.0	11.2	0.4	2.6	16.0
CCC1(CC)Cc2ccccc2-c2nc(CN3CCOCC3)[nH]c(=O)c21	-27.3	8.4	-1.1	-17.9	2.3	4.3	8.3	-96.1	8.6
COC(=O)C1(C)NC(c2ccccc2OC)C2C(=O)N(c3ccccc3)C(=O)C21 (stereo unspecified)	2.9	9.9	1.9	7.7	-2.7	-21.9	-1.4	0.0	0.0
CCOC(=O)N1CCN(S(=O)(=O)N2CCCC(C(=O)NC(C)c3ccccc3)C2)CC1 (stereo unspecified)	-2.5	16.5	1.1	16.7	-3.0	1.4	-8.3	-17.5	-7.2
CC(C)Nc1nc(N(c2ccccc2)c2ccccc2)nc(-n2ccnc2)n1	0.1	-4.2	0.3	9.0	-2.6	-3.2	8.5	-3.7	12.1
O=S(=O)(Nc1ccc(F)cc1)c1ccc(S(=O)(=O)N2CCOCC2)cc1	6.0	-3.7	0.8	10.8	-1.8	-8.9	1.2	13.9	-3.0
CN(CC(=O)Nc1ccc(F)c(F)c1F)C(=O)c1n[nH]c(=O)c2ccccc12	-15.0	2.8	2.5	-23.6	0.4	-4.8	2.7	-3.7	2.1
O=c1cc(CO)oc(C(Nc2ccccn2)c2ccsc2)c1O (stereo unspecified)	1.5	.	-2.4	17.7	0.6	.	.	15.6	.
O=C(C1CCN(S(=O)(=O)c2cccc3cccnc23)CC1)N1CCCC1	7.8	2.8	-1.3	-20.0	-2.3	4.6	16.9	4.4	2.5
Clc1ccc(OCCCCSc2ncccn2)cc1	-2.1	-6.0	4.0	2.6	0.7	10.5	-1.6	-3.2	-8.7
COc1ccc(OCC(=O)N/N=C(\CCC(=O)O)c2cccs2)cc1	4.9	2.4	-2.5	-0.9	-3.3	1.7	1.6	6.6	0.8
O=S(=O)(c1ccc(Cl)s1)N1CCC2(CC1)OCCO2	7.8	0.5	0.8	11.9	-5.5	1.8	-14.3	6.8	-10.5
CC(C)(C)c1cc(C(=O)N/N=C/c2ccc([N+](=O)[O-])s2)n[nH]1	-1.1	19.2	1.4	11.3	0.6	1.2	-13.6	2.9	39.0
Cc1ccc(C(OCC(C)(C)C[N+](C)(C)C)c2ccccc2)cc1 (stereo unspecified)	-4.7	1.6	-1.4	27.3	-2.4	-9.9	-4.1	-9.2	41.5
COc1ccc(-c2cc(C(=O)NNC(=O)c3csc(N4CCOCC4)n3)c3ccccc3n2)cc1	0.8	19.8	2.3	48.0	-0.5	-6.8	5.8	4.9	-12.4
CCCCC(=O)Nc1nnc(-c2ccco2)o1	-9.7	20.5	-0.5	-11.7	-0.2	0.4	3.1	23.9	-18.8
CCNc1ccc2noc3c2c1C(=O)c1ccccc1-3	-25.5	31.4	5.5	36.9	0.7	8.2	20.9	-23.1	-7.4
Cc1ccc(Sc2c(C)nn(C(=O)CNS(=O)(=O)c3ccc(F)cc3)c2C)cc1	5.0	1.0	2.4	32.0	1.9	1.7	-5.4	13.5	-3.9
Cc1ccc(C2=NOC(c3nnc(-c4ccccc4)o3)C2)cc1 (stereo unspecified)	-19.8	3.2	4.3	-22.9	3.6	4.8	0.4	21.9	-1.0
COc1ccccc1NC1=C(Cl)C(=O)N(C2CCCCC2)C1=O	13.9	31.2	0.3	23.6	-1.2	13.2	5.6	11.2	2.1
COc1ccccc1NS(=O)(=O)c1cccc(NC(=O)c2nn(C)c(=O)c3ccccc23)c1	4.0	14.6	1.3	43.0	-3.6	5.1	1.6	-38.5	11.4
C#CCO[C@@H]1C[C@H](n2cnc3c(=O)[nH]c(NC(=O)C(C)C)nc32)O[C@@H]1CO	7.9	-6.4	-0.8	11.7	-0.1	-4.5	5.0	7.9	10.3
O=C(CCCn1cnc([N+](=O)[O-])n1)Nc1ccc(Cl)cc1Cl	8.9	-6.6	1.8	15.0	1.7	-11.7	-13.5	8.8	-1.7
Cn1cccc1C1(C(F)(F)F)NCCNC1=O (stereo unspecified)	-18.4	-8.7	1.8	4.6	-0.8	-4.5	-4.2	4.7	-11.3
Cc1ccc(S(=O)(=O)N(CC(=O)Nc2ccccc2C(=O)O)c2ccccc2)cc1	-2.4	3.7	-0.2	-18.8	-2.5	-4.8	-3.5	1.9	-5.2
CC1C(=O)N2CCCc3cc(S(=O)(=O)Nc4ccccc4C(N)=O)cc1c32 (stereo unspecified)	0.4	13.7	-0.1	6.6	-1.3	-8.7	3.8	-5.2	-4.7
Cc1ccc(C2=NOC(=O)/C2=C\c2ccccc2)cc1	-9.8	7.5	0.1	1.7	-1.0	6.7	-7.9	9.4	3.8
CC1(C)CC2CC(C)(CN2CC(=O)C(C#N)c2ccccc2)C1 (stereo unspecified)	-14.6	-6.2	-1.3	-7.7	-1.0	2.9	8.4	1.4	0.0
O=C(COC(=O)c1ccc2c(c1)S(=O)(=O)c1ccccc1C2=O)NC1CC1	1.6	-4.7	-1.0	-13.9	-2.3	-3.4	-10.5	15.0	13.1
O=C(CNC(=O)C1CCCCC1)OCc1cc(=O)oc2ccc3ccccc3c12	-14.1	3.3	0.1	-12.0	-0.4	-3.6	-10.0	-4.3	-1.5
N/C(Cc1nc(-c2ccc(Br)cc2)cs1)=N\O	-16.8	-22.4	5.9	-11.2	2.3	-4.6	-16.1	-7.8	-16.9
O=c1ccc(NS(=O)(=O)c2ccccc2)cn1Cc1ccc(Cl)c(Cl)c1	-1.7	0.7	-1.0	16.2	0.5	12.4	-0.8	10.4	14.1
O=C1NC(=O)N(c2ccc(Cl)cc2)C(=O)/C1=C/c1ccc2c(c1)CCN2Cc1ccccc1Cl	.	-1.5	.	.	.	-4.9	9.1	.	2.0
CCOc1ccccc1C1CC(c2cccs2)=NN1S(C)(=O)=O (stereo unspecified)	12.3	17.0	1.1	16.4	-2.2	7.7	1.4	4.9	-11.4
COCCN(CC(=O)Nc1cccc(C)c1C)C(=O)c1cc(-c2ccncc2)nc2ccccc12	-2.0	-1.2	-1.1	15.3	-0.6	-10.1	-0.3	16.8	12.7
CCOC(=O)c1cnc2c(C(=O)OC)cccc2c1NCc1cccnc1	-3.8	-18.5	-2.2	-0.9	0.8	-5.1	11.2	22.6	14.6
CC(=O)OC1CCC2(C)C(=CCC3C2CCC2(C)C3CC3ON=C(C)C32)C1 (stereo unspecified)	.	-3.7	.	.	.	1.8	-7.8	.	3.3
O=C(CCSCCc1ccccn1)Nc1c(F)c(F)c(F)c(F)c1F	-6.0	3.5	0.4	-1.4	-2.9	-22.2	-2.2	-4.8	-1.9
O=C(CCC(=O)OCC(=O)c1ccc(Cl)cc1)NC1CCCCC1	3.4	6.7	-2.7	15.3	0.8	-7.6	0.8	11.8	8.8
Cc1nnc(SCCn2c(N3CCN(C)CC3)nc3c2c(=O)[nH]c(=O)n3C)s1	-2.6	6.5	0.9	5.9	-1.0	1.8	0.4	1.5	4.8
COc1cccc(NC(=O)c2ccc(Cn3cc([N+](=O)[O-])cn3)o2)c1	-8.9	5.1	-1.4	16.2	-1.2	-4.9	-0.4	8.8	-5.3
Cc1ccc(Cl)cc1N1CCN(C(=O)CCS(=O)(=O)c2cccc3nonc23)CC1	0.1	11.5	1.8	38.8	-2.9	-8.1	-2.7	-17.1	4.8
Nc1c(N(Cc2ccco2)C(=O)COc2ccccc2F)c(=O)[nH]c(=O)n1Cc1ccccc1	0.3	5.9	-1.8	23.4	-0.5	-3.1	2.6	8.1	-6.9
Cc1ccc(C)c(CSc2nnc(-c3cccnc3)o2)c1	-5.7	-0.1	0.0	15.1	-0.3	-10.2	-0.3	-10.2	11.0
CC(C)Cc1cc(C(=O)N(C)C2CCCN(Cc3ccccc3F)C2)n(C)n1 (stereo unspecified)	-10.9	1.2	1.9	-19.2	-3.0	-1.2	-0.3	-54.7	.
COc1ccc(CCN2C(=O)CN(Cc3ccccc3)CC2=O)cc1OC	-22.7	10.0	0.9	-9.5	0.9	-0.7	2.3	14.0	-4.9

A draw from above in order of heavy-atom count, smallest number first:
SMILES	Jurkat NFkB inh	CCR6 antagonist	UPR CHOP act	Mdm2-MdmX inh	XBP1 UPR activ	EBI2 block	CXCR6 block	697 NFkB inh	Gli-Sufu block
Cc1ccc(C2=NOC(=O)/C2=C\c2ccccc2)cc1	-9.8	7.5	0.1	1.7	-1.0	6.7	-7.9	9.4	3.8
CCOc1ccccc1C1CC(c2cccs2)=NN1S(C)(=O)=O (stereo unspecified)	12.3	17.0	1.1	16.4	-2.2	7.7	1.4	4.9	-11.4
CC(=O)OC1CCC2(C)C(=CCC3C2CCC2(C)C3CC3ON=C(C)C32)C1 (stereo unspecified)	.	-3.7	.	.	.	1.8	-7.8	.	3.3

No new results follow: an excerpt of the list.
SMILES	Jurkat NFkB inh	CCR6 antagonist	UPR CHOP act	Mdm2-MdmX inh	XBP1 UPR activ	EBI2 block	CXCR6 block	697 NFkB inh	Gli-Sufu block
CC(C)Cc1cc(C(=O)N(C)C2CCCN(Cc3ccccc3F)C2)n(C)n1 (stereo unspecified)	-10.9	1.2	1.9	-19.2	-3.0	-1.2	-0.3	-54.7	.
COc1ccc(CCN2C(=O)CN(Cc3ccccc3)CC2=O)cc1OC	-22.7	10.0	0.9	-9.5	0.9	-0.7	2.3	14.0	-4.9

Next part
SMILES	Jurkat NFkB inh	CCR6 antagonist	UPR CHOP act	Mdm2-MdmX inh	XBP1 UPR activ	EBI2 block	CXCR6 block	697 NFkB inh	Gli-Sufu block
Cc1cc(=O)oc(C)c1C(=O)Nc1ccccc1F	1.7	7.1	1.2	0.0	-4.0	6.7	4.7	-16.8	0.8
Cc1c(Cc2ccccc2)c(NCCCO)n2c(nc3ccccc32)c1C#N	-19.8	11.9	1.0	-9.8	-6.0	12.8	3.4	-30.3	.
O=[N+]([O-])c1ccc(N2CCCCC2)s1	-12.4	15.0	0.1	-3.9	-1.9	0.7	10.0	-33.4	-4.3
CCN(CC)S(=O)(=O)c1cccc(NC(=O)COC(=O)c2cc(=O)c3ccccc3o2)c1	4.1	1.9	-1.0	17.6	-0.6	0.6	2.0	6.1	-0.6
O=C(CNC(=O)Cn1ccc2ccccc2c1=O)NCCCN1CCCCCC1	-13.3	5.9	0.6	9.4	0.4	-9.2	-2.3	4.7	10.9

Rows were taken by chance. About 5% of those tested had a hit in this group.
